# HIF-2a inh: blocks HIF-2a reporter activity. 786-0 RCC cells HIF-2a reporter, luciferase luminescence, overnight. inhibition, % at 18.8 µM. 0.72% of 360,000 active;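 active means inhibition of the luminescence signal of 40% or more relative to plate controls, in a single-dose primary screen at 18.75 µM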
# CF NFkB block: cystic fibrosis NF-kB activation inhibition. KKLEB NF-kB-GFP reporter, PAF-induced, GFP fluorescence overnight. inhibition, % at 5 µM. 0.86% of 360,000 active;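 active means at least 50% inhibition at 5 µM, scaled per plate between neutral and stimulator controls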;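 further: PAF is a Pseudomonas aeruginosa culture filtrate used as stimulus; plate controls were PAF-stimulated DMSO wells for no effect and unstimulated DMSO wells for full effect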
# MITF TRPM1 inh: inhibitors of MITF-driven TRPM1 promoter in melanoma cells; SK-MEL-5 TRPM1 promoter luciferase, 24 h; inhibition, % at 12.5 µM; 0.83% of 330,000 active;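 active means mean inhibition across replicates of 60% or more, whatever share of single replicates reaches that level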; further: values of inactives mirror those of a sister screen read the other way
# KKLEB cytotox: counter-screen for CF NF-kB inhibitors: cytotoxicity; 0.36% of 360,000 active; KKLEB CF airway cells viability, ATPlite luminescence, overnight; active compounds read low; cells stimulated with P. aeruginosa culture filtrate; activity change (cytotoxicity), % at 5 µM; AID 602141;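 active means corrected activity change at or below -50% at 5 µM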
# Peg3 prom inh: inhibitors of Peg3 promoter; inhibition, % at 20 µM; HeLa PEG-Prom luciferase reporter, luminescence, overnight; 1.7% of 360,000 active; AID 588405;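 active means inhibition of at least 50% at 20 µM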
# EBV LMP1 NFkB: inhibitors of Epstein-Barr LMP1-induced NF-kappaB reporter. LMP1-induced NF-kappaB luciferase reporter cells, luminescence. inhibition, % at 12.5 µM. 0.69% of 350,000 active. AID 504558; in the data active means inhibition above about 41%;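 further: 0% = neutral control wells and 100% = reference inhibitor control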
# NR2E3 ag-1: agonists of human nuclear receptor NR2E3. Q9Y5X4. GST-NR2E3/biotin-RetCOR TR-FRET, 1536-well. inhibition of corepressor binding, % at 4.78 µM. 0.12% of 320,000 active. AID 2300;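 active means percent inhibition above the cutoff of mean plus 3 SD of all tested compounds, set per screening campaign, cut at about 20% in these data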;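 further: 0% = DMSO wells and 100% = biotin wells as full block of FRET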
# Target sequence (Q9Y5X4 whole entry, looked up): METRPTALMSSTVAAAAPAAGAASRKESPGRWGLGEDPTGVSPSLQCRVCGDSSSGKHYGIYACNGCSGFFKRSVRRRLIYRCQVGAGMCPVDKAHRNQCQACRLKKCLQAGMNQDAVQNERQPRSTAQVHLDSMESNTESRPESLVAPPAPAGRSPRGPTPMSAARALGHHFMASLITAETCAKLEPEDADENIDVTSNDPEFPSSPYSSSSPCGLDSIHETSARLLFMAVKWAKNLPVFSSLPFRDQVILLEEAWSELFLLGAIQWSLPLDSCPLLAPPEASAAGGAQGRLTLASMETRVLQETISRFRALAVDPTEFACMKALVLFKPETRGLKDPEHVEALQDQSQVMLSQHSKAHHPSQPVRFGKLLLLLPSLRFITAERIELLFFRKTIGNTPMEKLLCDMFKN
#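 Material: NR2E3–RetCOR corepressor complex / Amount: 1.35 nM GST-NR2E3 / Medium: Tris pH 7.5 / Compound: single nominal compound dose of 4.8 µM / Incubation: 5 h at 4 °C / Technique: TR-FRET, Eu(K)-anti-GST donor, streptavidin-D2 acceptor, ex 340, em 617/671 nm / Read-out basis: percent loss of FRET ratio relative to control wells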
# Shn3 inh set2: Schnurri-3 reporter inhibition in Clone20 osteoblasts; inhibition, % at 12.5 µM; Clone20 osteoblast Shn3 3'UTR firefly luciferase, 24 h; 0.52% of 360,000 active;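 active means mean inhibition of at least 75% with every replicate also reaching 75%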;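 further: 0% = median of neutral control wells and 100% = pilot-screen positive control compound; some compounds past the cut are filed as inactive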
# NR2E3 ag-2: activates human NR2E3 receptor | CHO-S Gal4-NCOR/VP16-NR2E3 two-hybrid, luciferase | AID 602229 | 0.35% of 360,000 active | inhibition of corepressor binding, % at 3.98 µM;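 active means inhibition above the mean of all tested compounds plus 3 SD, cut at about 70% in these data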;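 further: 0% = DMSO with NR2E3 transfected cells and 100% = cells lacking NR2E3 construct; higher means lower luciferase signal from less NR2E3 corepressor binding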
# C8 TRAIL sens: sensitizes caspase-8 expressing cells to TRAIL; 1% of 360,000 active; inhibition (viability loss, TRAIL sensitization), % at 10 µM; NB7+C8 cells + TRAIL, ATPlite viability luminescence;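 active means compounds causing at least 50% loss of cell viability in the single-dose screen, relative to plate controls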
# iPSC survival up: enhancers of human iPSC single-cell survival; survival enhancement, % at 20 µM; 0.044% of 360,000 active; AID 602274; hiPSC single-cell survival, ATPlite luminescence; 100% = ROCK inhibitor wells, 0% = DMSO; in the data active means survival enhancement above about 18%;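 further: cells exposed to compounds for 16 hours before the ATP read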
# An asterisk follows results filed as active; · = no result given. An excerpt; count on the stated rates, not on these rows.
SMILES,HIF-2a inh,CF NFkB block,MITF TRPM1 inh,KKLEB cytotox,Peg3 prom inh,EBV LMP1 NFkB,NR2E3 ag-1,Shn3 inh set2,NR2E3 ag-2,C8 TRAIL sens,iPSC survival up
Cc1cccc(NC(=O)C(=O)NCc2ccccn2)c1,-159,-21,-70,-4,-119,-8,-5,-90,-41,3,0.8
Cc1c(C=O)cnn1CCC(=O)O,-2,-11,-1,6,8,-7,-3,-15,-10,13,0.4
CCOc1ccc(CN2C(=O)c3ccccc3C2=O)cc1C(=O)Nc1nnc(SCC)s1,4,28,-2,-22,7,10,4,-10,-28,16,-0.7
CC1CCN(C(=O)CSc2nnc(CNC(=O)c3ccco3)o2)CC1,10,5,-4,-5,0,7,2,-13,5,5,0.5
CSc1sc(C(=O)N(C)C)cc1S(=O)(=O)C(C)C,10,1,-4,-7,8,-3,6,-5,-33,9,0.0
CC(C)(C)C(=O)NCc1ccc(C(=O)CSc2nnc(-c3ccncc3)n2C2CC2)s1,7,-4,2,-10,5,8,·,3,-8,0,-0.1
CC1(C(=O)Nc2cccnc2)Cc2c(-c3ccc4c(c3)OCO4)ccnc2O1 (configuration not stated),8,17,·,-8,10,·,·,32,1,-2,0.1
O=C(Nc1cc(S(=O)(=O)Nc2ccc(Cl)cc2)ccc1O)c1ccc(S(=O)(=O)N2CCCCCC2)cc1,16,-2,4,-1,30,-10,5,3,-5,-5,1.2
Cc1ccc(F)cc1NC(=O)CCc1c(C)[nH]c(=O)c(C#N)c1C,14,7,1,12,0,6,-1,11,-18,-3,0.1
CCc1c(O)nc(SC2CC(=O)N(c3ccccc3)C2=O)[nH]c1=O (configuration not stated),5,6,9,3,-6,-3,-1,7,-10,-3,3.6
COCCN(C(=O)c1ccco1)c1nnc(-c2ccc(OC)c(OC)c2)s1,-14,20,-18,1,-50,1,-2,-21,-12,2,1.0
CCOC(=O)c1sc(N/N=C/c2ccccc2)nc1C,-311,4,-47,0,-359,-26,-4,-72,-150,-1,0.9
CCOc1cc(C(=O)NC)cc(Br)c1OC,24,6,3,2,-7,1,0,3,0,-10,0.3
COCC(=O)N(C)c1nnc(-c2ccccn2)s1,-76,-26,-8,8,-45,50*,-2,-21,-21,-18,-1.4
CCC(=O)NCCCCCCCCCNC(=O)CC,17,3,-7,9,4,-2,-2,1,-15,-4,-0.6
CN(C(=O)c1cccnc1)c1nnc(-c2ccccn2)s1,-174,-17,-57,2,-117,-18,0,-53,-75,14,2.1
CCN1C(=O)N[C@@H](c2ccccc2)C(C(=O)OC)=C1C,14,16,-10,-5,5,-6,-4,43,-7,-4,3.8
COc1ccccc1-c1cc(C(=O)NCCN2CCOCC2)no1,-25,15,-13,-7,16,-5,3,-20,-18,-10,-1.2
CCN(CC(=O)NCc1cccs1)C(=O)c1cccc(S(=O)(=O)Nc2ccc(F)cc2)c1,9,7,·,6,0,-1,·,-9,-5,-4,5.4
CCN1CCN(c2ccc(S(=O)(=O)N3CCCC3)cn2)CC1,4,7,7,-2,2,2,7,-11,-56,-6,0.6
CC1CCc2cc(F)ccc2N1S(=O)(=O)c1ccc(F)cc1 (configuration not stated),13,-1,-5,-2,14,0,-1,14,0,-3,-0.6
Cn1cc(C(=O)N/N=C/C=C/c2ccccc2)ccc1=O,-3,-5,4,14,6,-5,-6,-11,-8,-7,2.3
CCOC(=O)C1(Cc2cccc(F)c2)CCN(C(=O)c2cnc(C)cn2)CC1,-4,30,-4,-20,-10,-3,4,-6,16,5,-0.4
Cc1ncc([N+](=O)[O-])n1CC(=O)Nc1ccc(F)cc1,-38,10,-8,-2,-42,3,1,3,-20,0,-0.6
CCOc1ccc(NC(=S)N(C)C)cc1,5,-34,-5,29,1,5,0,-1,-18,-2,-0.5
CC1=C(C(=O)N2CCOCC2)CC(CC(=O)NCCCCc2ccccc2)C(=O)N1CCC1=CCCCC1 (configuration not stated),0,0,·,-2,13,-8,·,0,16,-3,0.1
COc1cc(OC)cc(C(=O)NNC(=O)CN2C(=O)NC3(CCCC3)C2=O)c1,12,15,5,5,0,3,4,3,-1,-2,-1.8
O=C(COc1ccc(Cl)cc1)NCc1nnc(SCC(=O)N2CCCC2)o1,15,-1,13,-2,6,2,-2,-2,-15,-7,2.6
CC(C)CNC(=O)c1cccc2c(-c3cccnc3)coc12,-77,-25,·,11,-52,·,·,-17,-30,-15,-1.8
CC(=O)c1c(COC(=O)c2ccc(F)cc2)nc2ccccc2[n+]1[O-],9,4,·,2,18,·,2,11,-10,10,-0.3
COC(=O)C1=C(C)N(C)C(=S)N(C)C1c1ccc(OC)cc1 (configuration not stated),12,-9,-6,6,12,-6,1,0,6,-3,-0.7
COC(=O)c1ccc(NC(=O)CSc2nc3ncccc3[nH]2)cc1,-34,-4,-26,8,-21,-3,0,-5,1,-1,0.7
O=C(Nc1ccc(C(=O)O)cc1)/C(=C\c1ccco1)NC(=O)c1ccccc1Cl,8,-6,0,1,5,1,2,-14,-14,5,-0.7
CCNC(=O)c1ccc(CSc2nc3ccccc3s2)cc1,-199,-12,-57,8,-198,-5,-1,-28,-27,9,-0.4
O=C(Cn1nc(C(F)(F)F)c2c1CCC2)Nc1ccccc1C(F)(F)F,14,19,-1,1,2,-5,-1,-1,-25,10,-0.2
O=C(NC1CCCC1)C1CC(O)CN1C(=O)Nc1ccccc1 (configuration not stated),1,8,-7,0,16,-8,4,-8,-6,-8,-0.5
O=C(CCN1C(=O)COc2ccccc21)NCc1cccs1,4,-4,-4,-1,-11,0,1,-7,-9,12,1.7
O=C(c1ccc(Cl)cc1)N1CCC(N2CCC(C(=O)N3CCOCC3)CC2)CC1,3,37,12,-8,-9,7,2,7,4,-13,2.0
COc1ccc(Cl)cc1C(=O)NNC(=O)c1n[nH]c2ccccc12,6,-1,-7,-7,-39,-2,2,-14,-15,1,-0.2
COc1cccc(N(CC(=O)O)S(=O)(=O)c2ccccc2)c1,16,-7,11,8,-9,0,1,-4,-14,-1,2.6
C#C[C@]1(O)CC[C@H]2[C@@H]3CCc4cc(OC5CCCC5)ccc4[C@H]3CC[C@@]21C,-17,4,1,-3,-4,6,0,-8,21,21,-2.2
O=C1CSC(=NC2CCCCC2)N1,10,-26,10,3,10,7,2,-5,-20,2,-1.3
C[C@H](CO)N1C[C@H](C)[C@@H](CN(C)S(=O)(=O)c2cn(C)cn2)OCc2cnnn2CCCC1=O,11,5,·,6,-14,0,·,1,-19,-8,-1.2
O=C(N/N=C/c1ccco1)c1cc2ccccc2o1,-104,10,-20,-13,-92,-2,0,-1,-23,2,1.1
O=C(NCC(=O)N1CCN(c2ncccn2)CC1)c1cccs1,-71,-9,-20,9,-62,-1,1,-22,-21,-1,2.4
CCOC(=O)C1CCCN(C(=O)c2ccc(NC(=O)CC3SC(N4CCCC4)=NC3=O)cc2)C1 (configuration not stated),-19,29,1,-11,-21,5,-2,-15,-36,10,-0.4
CCOC(=O)C1=C(C)C(c2cccc(Oc3ccccc3)c2)NC(=S)N1 (configuration not stated),17,-4,-1,-2,10,1,1,34,6,1,-2.5
CN(C)c1nccc(NCc2ccccc2)c1C#N,-77,12,4,-6,-42,-12,2,-17,-33,1,3.3
O=C(NCCCN1CCOCC1)/C(=C/c1ccc(F)cc1)NC(=O)c1ccccc1,16,3,1,2,9,0,1,-6,-3,-8,-0.7
Cc1cc(NC(=O)C2CCCCC2C(=O)O)no1 (configuration not stated),9,-25,0,15,13,2,0,-20,10,7,-2.1
C/C(=N\NC(=O)C1CC1)c1ccc(N2CCOCC2)cc1,2,-1,15,0,8,-3,5,-1,-18,0,0.5
CSc1ncccc1C(=O)OCC(=O)NC12CC3CC(CC(C3)C1)C2,9,19,9,-7,-4,-7,·,-2,-2,-15,2.1
COc1cc(OC)c(NC(=O)c2ccc(F)cc2)cc1Cl,-41,-5,10,14,-23,1,1,0,8,0,-0.8
C[n+]1c2n(c3ccccc31)N=C(c1ccc(-c3ccccc3)cc1)CS2,-3,25,82*,-20,1,23,2,72,-8,33,3.2
CN(C)S(=O)(=O)c1ccc(N2CCCC2)c(C(=O)N2CCN(S(=O)(=O)c3cccc(F)c3)CC2)c1,7,7,-3,-8,6,0,-1,12,-17,0,-0.2
COCCNS(=O)(=O)c1ccc(OCC(=O)OC)c(Cl)c1,29,0,-2,8,-4,-1,-2,23,5,-11,-0.2

# Looked up by compound from the entries so far:
SMILES,HIF-2a inh,CF NFkB block,MITF TRPM1 inh,KKLEB cytotox,Peg3 prom inh,EBV LMP1 NFkB,NR2E3 ag-1,Shn3 inh set2,NR2E3 ag-2,C8 TRAIL sens,iPSC survival up
O=C(NCC(=O)N1CCN(c2ncccn2)CC1)c1cccs1,-71,-9,-20,9,-62,-1,1,-22,-21,-1,2.4
CN(C)c1nccc(NCc2ccccc2)c1C#N,-77,12,4,-6,-42,-12,2,-17,-33,1,3.3

# Printed as active in MITF TRPM1 inh, among the entries above:
canonical_smiles	HIF-2a inh	CF NFkB block	MITF TRPM1 inh	Peg3 prom inh	EBV LMP1 NFkB	NR2E3 ag-1	Shn3 inh set2	NR2E3 ag-2
C[n+]1c2n(c3ccccc31)N=C(c1ccc(-c3ccccc3)cc1)CS2	-3	25	82*	1	23	2	72	-8

# Full records, looked up by structure.
# COCCNS(=O)(=O)c1ccc(OCC(=O)OC)c(Cl)c1 reads HIF-2a inh: 29; CF NFkB block: 0; MITF TRPM1 inh: -2; KKLEB cytotox: 8; Peg3 prom inh: -4; EBV LMP1 NFkB: -1; NR2E3 ag-1: -2; Shn3 inh set2: 23; NR2E3 ag-2: 5; C8 TRAIL sens: -11; iPSC survival up: -0.2
# C/C(=N\NC(=O)C1CC1)c1ccc(N2CCOCC2)cc1 reads HIF-2a inh: 2; CF NFkB block: -1; MITF TRPM1 inh: 15; KKLEB cytotox: 0; Peg3 prom inh: 8; EBV LMP1 NFkB: -3; NR2E3 ag-1: 5; Shn3 inh set2: -1; NR2E3 ag-2: -18; C8 TRAIL sens: 0; iPSC survival up: 0.5

# Screening data: PubChem, several laboratories
